GSK3 alpha inh: human GSK-3 alpha kinase inhibition. P49840. ADP-Glo luminescence, 60 min. inhibition, % at 10 µM. actives 0.1% (n = 320,000). AID 2650;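 in the data active = inhibition above about 50%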;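 also: GST-tagged GSK-3 alpha with peptide substrate and 25 µM ATP; 0% = DMSO neutral wells and 100% = GW8510 positive control wells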
Target sequence (P49840 whole entry, looked up): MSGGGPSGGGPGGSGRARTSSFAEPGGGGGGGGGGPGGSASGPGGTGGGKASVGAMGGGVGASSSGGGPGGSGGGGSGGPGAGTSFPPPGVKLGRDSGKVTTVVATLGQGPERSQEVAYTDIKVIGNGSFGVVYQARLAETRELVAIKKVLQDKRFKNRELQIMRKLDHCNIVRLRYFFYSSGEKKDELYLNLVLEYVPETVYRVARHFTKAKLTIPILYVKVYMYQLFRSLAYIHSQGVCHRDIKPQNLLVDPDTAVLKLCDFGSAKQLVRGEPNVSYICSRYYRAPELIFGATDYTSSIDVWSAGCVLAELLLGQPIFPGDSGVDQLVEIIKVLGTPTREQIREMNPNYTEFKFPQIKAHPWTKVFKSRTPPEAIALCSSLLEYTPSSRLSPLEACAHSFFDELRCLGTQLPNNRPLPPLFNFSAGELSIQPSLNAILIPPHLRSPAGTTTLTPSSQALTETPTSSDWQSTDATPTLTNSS
AI-2 QS mod: modulators of Vibrio harveyi AI-2 quorum sensing system | Vibrio harveyi JMH597 AI-2 luminescence/OD600 ratio, 9 h; stronger effect = lower value; strain lacks LuxN and CqsS sensors; 0 = neutral-control median | activity change, % at 7.5 µM | actives 0.4% (n = 300,000) | AID 2094; in the data active = activity change below about -75%, passing the limit was not always enough; inconclusive = no clear call, values can overlap the other calls;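 also: luminescence divided by OD600 gain over 9 h not by final OD600 alone; inactives centre near 13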
HIF act: HIF pathway transcriptional activation; U2OS HRE-luciferase reporter, luminescence; normalized: DMSO 0%, desferrioxamine 100%; activation, % at 7.5 µM (by protocol); actives 0.32% (n = 300,000); AID 1910;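 active = mean activation of at least 10% of the iron chelator positive control signal, with at least half of replicates also reaching 10%; inconclusive = mean and replicate majority disagree about reaching 10%; inactive = mean and most replicates under 10%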
HSF1 inhib: HSF1 inhibition. NIH3T3-HGL HSE-luciferase, MG132-induced, luminescence 8 h; stronger effect = lower value. activity change, negative = inhibition, % at 7.5 µM (by protocol). actives 0.77% (n = 300,000);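 active = more than half of replicate wells show activity change below -50%, luminescence cut by over half; inconclusive = some wells, but at most half, below -50%; inactive = no replicate well below -50%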;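 also: luciferase reports HSF-1 transcriptional activity via heat shock element; 0% = median of DMSO wells and -100% = zero luminescence signal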
aSyn UTR inh: MLPCN primary screen, SNCA 5' untranslated region. AID 1813. inhibition, % (tested at 7.5 µM). alpha-synuclein 5'UTR reporter, inhibitor activity. actives 0.82% (n = 300,000); in the data active = inhibition above about 60%; inconclusive = no clear call, values can overlap the other calls;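 also: H4 neuroglioblastoma cells stably carrying SNCA 5'UTR luciferase fusion; 0% = DMSO wells and 100% = positive control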
HSP90 refold inh: inhibitors of HSP90 luciferase refolding in rabbit reticulocyte lysate. luciferase refolding luminescence, 3 h. inhibition, % at 5.6 µM. actives 0.91% (n = 290,000). AID 1789;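 active = inhibition above the screen-wide mean plus 3 SD, computed separately per campaign, cut at about 16% in these data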;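 also: 0% = DMSO wells and 100% = 60 µM geldanamycin wells; inhibitors lower the luminescence because luciferase stays unfolded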
IEC-6 cytotox: kills IEC-6 intestinal cells in KLF5 counter-screen; IEC-6 cytotoxicity, luminescence viability; inhibition, % at 5 µM; actives 0.78% (n = 290,000); in the data active = inhibition above about 22%;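 also: 0% = plate median of test compound wells and 100% = cytotoxic reference compound wells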
KLF5 inhibitor: inhibitors of KLF5 expression; DLD-1 KLF5 promoter-luciferase reporter, luminescence; inhibition, % at 5 µM; actives 0.23% (n = 290,000);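 active = inhibition above a per-plate limit of that plate's mean compound inhibition plus 3 SD, cut at about 60% in these data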;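 also: 0% = DMSO wells and 100% = LY294002 at 200 µM; higher means less KLF5 promoter-driven luciferase light; inactives centre near -14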
HSF-1 act: increases HSF-1 driven luciferase reporter signal; activation, % at 9 µM; NIH3T3-HGL HSF-1 luciferase reporter, MG132, 8 h; 100% = twice DMSO control signal; AID 504408; actives 1.7% (n = 300,000);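 active = mean replicate activation of at least 50% with a set share of replicates each reaching 50%; inconclusive = only one of those two conditions met; inactive = mean below 50% and too few replicates reaching it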;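 also: 0% = median of the neutral control wells and 100% = twice that signal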
GSK3beta inhib: blocks human GSK3beta kinase activity. P49841. actives 0.038% (n = 300,000). GST-GSK3beta kinase, ADP-Glo luminescence, 60 min; stronger effect = lower value. activity score (negative = inhibition), % at 10 µM. AID 2097;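 active = more than half of replicate wells score below -50%, meaning over 50% inhibition versus plate controls; inconclusive = some replicates but at most half score below -50%; inactive = no replicate scores below -50%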;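 also: 0% = median DMSO wells and -100% = median GW8510 positive control wells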
Target sequence (P49841 whole entry, looked up): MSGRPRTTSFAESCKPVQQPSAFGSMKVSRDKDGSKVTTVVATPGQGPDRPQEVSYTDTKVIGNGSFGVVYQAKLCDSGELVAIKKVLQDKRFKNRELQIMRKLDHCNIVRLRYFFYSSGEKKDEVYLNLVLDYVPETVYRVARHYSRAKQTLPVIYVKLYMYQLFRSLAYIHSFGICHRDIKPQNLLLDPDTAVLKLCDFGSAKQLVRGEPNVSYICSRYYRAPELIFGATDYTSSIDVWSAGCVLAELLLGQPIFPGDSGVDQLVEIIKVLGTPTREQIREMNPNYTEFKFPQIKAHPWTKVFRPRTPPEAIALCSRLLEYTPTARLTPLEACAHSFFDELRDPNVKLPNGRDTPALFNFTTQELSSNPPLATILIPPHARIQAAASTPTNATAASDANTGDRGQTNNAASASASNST
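Test system – GST-tagged human GSK3beta kinase, cell-free · Incubation – 60 min enzyme reaction, room temperature · Signal – ADP-Glo luminescence · Also added – peptide substrate and ATP at 25 µM · Controls – DMSO neutral wells and GW8510 at 20 µM as positive · Buffer or medium – Tris/MgCl2 kinase buffer · Measure – Luminescence-derived activity versus plate DMSO and GW8510 wells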
The depositor's hits bear a star; ? = inconclusive; . = no result given.

SMILES	GSK3 alpha inh	AI-2 QS mod	HIF act	HSF1 inhib	aSyn UTR inh	HSP90 refold inh	IEC-6 cytotox	KLF5 inhibitor	HSF-1 act	GSK3beta inhib
Cc1ccccc1C(=O)Nc1ccccc1C(=O)NCc1ccccc1	-1	-9	-0.6	1	1	-1	-6	-8	-9	1
CN(Cc1nccn1C)C(=O)CCc1nnc(CCC2CCCCC2)o1	-3	6	-0.2	-2	-11	3	2	-19	2	0
Cc1ccc(Nc2ccc(-n3ccnc3)nn2)cc1C	-4	2	0.4	9	-29	2	2	-36	37	1
COc1ccc(OC)c(-c2nn(-c3ccccc3)cc2C(=O)NCC2CCCO2)c1 (stereo unspecified)	-4	31	0.3	-4	-32	-6	2	-26	-1	-1
COc1cccc(CNC(=O)CN2C(=O)CSc3ccc(S(=O)(=O)N4CCCCC4)cc32)c1	0	22	1.5	6	-160	-4	-5	-6	32	3
COC/C=C/C1=CC2=CC(=O)C(C)(OC(=O)c3cnc4ccccc4n3)C(=O)C2=CN1CCc1c[nH]c2ccccc12 (stereo unspecified)	6	61	0.5	1	-41	.	.	.	-13	2
Cc1[nH]c(=O)[nH]c(=O)c1S(=O)(=O)N1CCCC(C(=O)NCc2ccccc2Cl)C1 (stereo unspecified)	-2	20	0.0	-4	5	0	0	2	-5	0
CCOc1ccc(-n2c(=S)sc3c(=O)n(-c4ccc(F)cc4)c(SCC(=O)O)nc32)cc1	-4	19	-1.6	-3	-5	-4	-6	-51	-5	7
CCN1/C(=C/C=C/c2oc3ccc4ccccc4c3[n+]2CC)Oc2ccc3ccccc3c21	0	25	-3.7	238	92*	3	1	-16	300*	-2
Cc1ccccc1NCC(=O)N/N=C\c1ccc([N+](=O)[O-])s1	1	?	0.0	12	-43	6	-5	-17	20	0
CCN(CC)C(=O)CN(c1cc(Cl)ccc1OC)S(C)(=O)=O	1	-6	-0.3	-2	19	-2	-6	-23	-7	2
Cc1cc2ccccc2n2c(SCC(=O)Nc3ccc(S(=O)(=O)N4CCCCC4)cc3)nnc12	-5	16	-0.2	-5	18	2	3	15	6	1
CCOC(=O)N1CCN(C(=O)CSc2ccc(-c3ccncc3)nn2)CC1	-1	39	-1.0	-2	-17	3	-1	-4	1	3
CCOC(=O)c1csc(-c2ccc(OC)c(OC)c2)n1	.	16	-0.1	0	7	2	-4	-22	6	-2
Cc1c(-c2ccc(OCc3ccccc3)cc2)nc2ccccc2c1C(=O)O	-2	7	0.2	-4	-31	0	0	-57	-10	3
Cc1ccc(N2C(=O)CSCC2=O)cc1	1	9	-0.1	1	12	3	0	2	-8	-3
CN(C1CC(C)(C)NC(C)(C)C1)S(=O)(=O)CC12CCC(CC1=O)C2(C)C (stereo unspecified)	-2	4	0.0	-3	-21	-6	-2	-19	21	-1
CCOc1ccc(NC(=O)N2CCC(NC(=O)C(Cc3ccc(OC)c(OC)c3)NC(C)=O)CC2)cc1 (stereo unspecified)	-3	10	0.0	-22	-17	0	-2	-12	-24	-2
COc1cccc(NC(=S)N(CCCN2CCCC2)Cc2ccco2)c1	2	8	2.7	6	0	-4	-1	-15	45	1
CCN(CC1COc2ccccc2O1)C(=S)NC1CC2CCC1C2 (stereo unspecified)	-2	13	-0.7	3	32	-3	2	-14	-3	0
COC(=O)c1[nH]c2c(c1C)C(=O)CC(c1ccc(OC)cc1)C2 (stereo unspecified)	0	-5	1.2	-7	-9	-4	-4	1	1	-3
CCCCCC(C(=O)O)C(C)CC(=O)NC1CCCCC1 (stereo unspecified)	-3	6	-0.4	-6	-3	0	0	-22	-25	4
CCOC(=O)c1c(N2C(=O)Nc3ccccc3N2O)sc2c1CCCCC2	2	19	-0.1	6	27	2	-1	-19	8	1
CC(=O)Nc1nc(-c2ccc3c(c2)CCO3)cs1	1	10	1.0	10	-125	-1	-3	-122	2	5
CN(C)CCOC1c2ccccc2C=Cc2ccccc21	-1	21	-1.1	2	-15	.	.	.	-6	0
COCC(=O)NCCc1nc(-c2ccccc2)cs1	-4	17	.	.	.	0	0	9	.	2
CCOC(=O)c1ccc(N2CCOCC2)c(NC(=O)COCC(=O)O)c1	-3	-5	0.3	-12	10	8	7	8	-12	0
CCOc1ccc(/C=N/NC(=O)c2c(-c3ccccc3)noc2C)cc1	-2	-9	0.1	6	1	-6	3	-19	2	3
COc1cc(/C=C2\SC(=N)N(c3ccc4c(c3)OCO4)C2=O)cc(OC)c1O	-2	11	0.1	-1	8	-1	-3	4	-13	0
CC(OC(=O)c1ccccc1NS(=O)(=O)c1cccc(N)c1)C(=O)N(C)Cc1ccccc1 (stereo unspecified)	-2	4	-0.4	-7	-1	2	2	-6	-6	3
Cc1cc(C)cc(NS(=O)(=O)c2ccc(Oc3ncc(C(F)(F)F)cc3Cl)cc2)c1	-1	15	-0.4	1	0	1	-2	-57	32	2
COc1ccccc1N(C(=O)c1snc(C(N)=O)c1N)C(C(=O)NCCC(C)C)c1ccco1 (stereo unspecified)	1	18	-0.2	-3	-12	-3	0	-31	22	0
COc1ccc(CC(=O)N2CCN(c3ccc(C4=NNC(=O)CC4C)cc3)CC2)cc1 (stereo unspecified)	-4	13	0.1	2	10	-2	-7	4	-4	-3
O=C(NCc1ccc2c(c1)OCO2)C1CC(=O)N(CCc2ccc(Cl)cc2)C1 (stereo unspecified)	-2	-49	-0.1	-8	-10	-2	2	-38	1	2
COc1ccc(-c2c[n+]3c(n2-c2ccccc2)SCC3)cc1OC	0	6	0.0	-6	16	-3	3	6	-3	0
Oc1ccccc1/C=N/Nc1ccnc(SCc2ccccc2)n1	-2	.	.	.	.	0	8	-18	.	.
CCCCn1c(N)c(N(CCOC)C(=O)COC(=O)CCOc2ccccc2C)c(=O)[nH]c1=O	-1	-10	0.0	6	-2	.	.	.	12	1
O=C(COC(=O)C1CC2C=CC1C2)Nc1ccccc1F (stereo unspecified)	-1	9	2.1	8	-22	-5	2	-44	-2	0
CCc1ccc(OCc2nnc(NC(=O)c3cccs3)s2)cc1	-3	1	0.0	2	4	-3	2	-26	24	1
Cc1nc(NS(=O)(=O)c2ccccc2C)c2c3c(sc2n1)CCC3	-4	24	-0.2	-4	32	-1	-1	0	-4	-2
Cc1cccc(NS(=O)(=O)c2ccc(C)c(C(N)=O)c2)c1	0	11	-0.1	14	14	2	4	-20	12	1
CCCOc1ccc(-c2nc(N3CCN(C)CC3)c3ccccc3n2)cc1	-1	-14	2.1	22	-135	6	4	-110	25	0
Cc1ccc(CN2CCN(Cc3cnc(N(C)C)s3)CC2CCO)o1 (stereo unspecified)	-4	24	.	.	5	3	-3	1	.	1
CN(C(=O)CC(NC(=O)c1ccccc1Cl)c1ccccc1)c1ccccc1 (stereo unspecified)	0	12	0.1	7	-6	2	4	-30	6	1
COc1ccc(OC)c(C(c2nnnn2CC2CCCO2)N2CCN(C)CC2)c1 (stereo unspecified)	4	19	-0.5	0	2	1	0	-19	-6	2
COc1ccc(N(CC(=O)NCc2cccc(OC)c2)S(=O)(=O)c2c(C)noc2C)cc1	-1	5	-0.2	4	16	4	6	-3	-10	-5
O=C(O)c1cccc(S(=O)(=O)N(Cc2ccccc2)c2ccc(Cl)cc2)c1	6	16	-21	-1	-6	-3	2	-5	13	6
NC(=O)C1CCN(C(=O)CN2C(=O)c3ccccc3S2(=O)=O)CC1	-2	6	-0.2	-7	-3	0	0	-11	7	-3
COc1cccc(N(CC(=O)Nc2cccnc2)S(C)(=O)=O)c1	-1	19	0.0	-81*	-15	-3	3	-24	-85	1
Cc1nn(CC2CC2)c(=O)n1-c1ccc(F)cc1	.	20	-0.6	-6	13	-3	1	-14	12	2
Cc1cccc(C(=O)NNC(=O)CN2C(=O)c3ccccc3C2=O)c1	.	14	0.0	-8	3	-2	-4	-17	6	-3
COc1ccc(NC(=O)N2CCCCCC2)cc1	-1	-2	1.0	10	-77	0	-5	-27	8	-3
Cc1nnc(NC(=O)c2sc3ccccc3c2Cl)s1	0	7	-8.8	11	9	18*	4	-42	22	5
Cc1cccc(-n2c(-c3ccncc3)n[nH]c2=S)c1C	-4	9	1.0	4	0	-1	-5	15	-2	-2
COc1ccc(-c2nc(CS(=O)CC(=O)NCc3ccc(F)cc3)c(C)o2)cc1 (stereo unspecified)	-3	14	0.0	3	0	-2	0	-15	-15	-2
CSc1ccc(/C=C/C(=O)OCC(=O)N(C)CCC#N)cc1	1	14	0.3	7	-9	1	5	-13	-13	-3
COC(=O)c1c(O)cc(=O)n2c1CCCCC2	-1	9	0.5	-8	0	-2	-1	2	9	-1
c1ccc(N2CCOCCOCCOCCOCCOCC2)cc1	-3	17	-0.2	8	-24	1	-7	-21	14	2
COc1ccc(C(=O)c2ccc(Br)cc2)c2ccccc12	-1	2	2.4	-15	-6	.	.	.	-34	2
CSCCC(NC(=O)c1ccccc1)C(=O)N1CCN(C(c2ccccc2)c2ccccc2)CC1 (stereo unspecified)	-1	42	-0.1	-2	-3	3	-4	-18	10	1

Arranged by SMILES length (highest first): part of the list above
SMILES	GSK3 alpha inh	AI-2 QS mod	HIF act	HSF1 inhib	aSyn UTR inh	HSP90 refold inh	IEC-6 cytotox	KLF5 inhibitor	HSF-1 act	GSK3beta inhib
NC(=O)C1CCN(C(=O)CN2C(=O)c3ccccc3S2(=O)=O)CC1	-2	6	-0.2	-7	-3	0	0	-11	7	-3
CCCOc1ccc(-c2nc(N3CCN(C)CC3)c3ccccc3n2)cc1	-1	-14	2.1	22	-135	6	4	-110	25	0
Cc1cccc(NS(=O)(=O)c2ccc(C)c(C(N)=O)c2)c1	0	11	-0.1	14	14	2	4	-20	12	1

Further results:
SMILES	GSK3 alpha inh	AI-2 QS mod	HIF act	HSF1 inhib	aSyn UTR inh	HSP90 refold inh	IEC-6 cytotox	KLF5 inhibitor	HSF-1 act	GSK3beta inhib
Cc1ccc(OCCC(=O)OCC(=O)N2CCN(S(=O)(=O)c3ccc(C)cc3C)CC2)cc1	-1	23	-0.2	4	3	.	.	.	17	-2
CCOc1cc(C)c(C(C)C)cc1S(=O)(=O)n1cnc(C)c1	-3	5	1.4	23	7	0	6	-15	36	-6
OC(C#Cc1ccccn1)c1cccs1 (stereo unspecified)	-2	6	1.4	-1	-33	2	4	-53	11	2
COc1ccc(N2CCN(CCNC(=O)CCC(=O)NNc3nc4ccccc4c4nc(C)nn34)CC2)cc1	-2	8	0.3	7	6	-2	-4	-33	6	-2
Cc1ccc2c(c1)N(C(=O)CCC(=O)N1CCN(c3cccc(C)c3C)CC1)CCO2	0	8	-0.3	-4	12	-1	1	-7	-16	-6
COc1cc(C(=O)OC2CSCC2NC(=O)c2ccccc2)cc(OC)c1OC (stereo unspecified)	-2	1	0.0	-1	-2	2	1	-18	5	-2
Cn1cnnc1SC/C(O)=C(\C#N)c1nc2ccccc2[nH]1	-2	35	0.5	.	6	1	-1	-7	.	2

Compound activity as filed in PubChem BioAssay.
